HTR5A ag: HTR5A agonists in luminescence cell assay, primary screen, counter-screen for OPRM1-OPRD1 heterodimer agonist project, full-deck HTS. 340,000 tested, 0.61% active. activation, % at 9.3 µM. cell-based; in the data active means activation mostly above about 9.5%, no sharp cut-off; inactive means mostly below about 7.6%;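 further: 0% = cells with vehicle only and 100% = reference agonist; strong numbers were not always called active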
MOR-DOR ag: agonists of OPRM1-OPRD1 heterodimerization, primary screen, cell-based, luminescence. Mu-type opioid receptor (Homo sapiens) + Delta-type opioid receptor (Homo sapiens), …. cells. activation, % at 9.3 µM. 340,000 tested, 0.3% active; in the data active means activation above about 18%;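 further: 0% = vehicle-treated cells and 100% = reference agonist; values of inactives mirror those of a sister screen read the other way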
Target sequence (P35372 whole entry, looked up): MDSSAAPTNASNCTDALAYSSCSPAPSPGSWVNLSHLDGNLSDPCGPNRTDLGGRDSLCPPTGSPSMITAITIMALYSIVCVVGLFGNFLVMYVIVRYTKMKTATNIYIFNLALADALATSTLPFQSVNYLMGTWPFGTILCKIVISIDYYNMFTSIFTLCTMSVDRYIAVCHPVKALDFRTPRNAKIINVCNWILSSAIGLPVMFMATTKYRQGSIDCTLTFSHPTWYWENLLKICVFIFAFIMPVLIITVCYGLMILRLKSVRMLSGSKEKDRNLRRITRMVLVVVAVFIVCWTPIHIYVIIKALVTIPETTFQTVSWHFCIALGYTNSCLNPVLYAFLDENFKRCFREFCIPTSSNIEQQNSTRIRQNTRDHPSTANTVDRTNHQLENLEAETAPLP
Target sequence (P41143 whole entry, looked up): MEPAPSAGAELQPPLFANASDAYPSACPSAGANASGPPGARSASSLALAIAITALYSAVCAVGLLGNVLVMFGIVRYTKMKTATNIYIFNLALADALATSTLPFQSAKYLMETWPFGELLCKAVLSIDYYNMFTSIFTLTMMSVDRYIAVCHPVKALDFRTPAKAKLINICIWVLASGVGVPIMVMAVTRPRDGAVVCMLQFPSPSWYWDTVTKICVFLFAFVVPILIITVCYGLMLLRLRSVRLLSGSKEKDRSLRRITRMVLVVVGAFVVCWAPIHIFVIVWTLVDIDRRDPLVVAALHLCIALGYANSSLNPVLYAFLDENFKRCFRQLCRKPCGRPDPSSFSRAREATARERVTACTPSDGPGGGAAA
phage Ecoli inh: growth loss of phage-infected E. coli, primary screen, RecBCD inhibitor project, absorbance, with phage, HTS | inhibition, % at 11.9 µM | 360,000 tested, 0.26% active | AID 651602, 2012; in the data active means inhibition above about 11%
AddAB inh: growth inhibition of E. coli expressing H. pylori AddAB, primary screen, AddAB inhibitor project, absorbance | 330,000 tested, 0.29% active | inhibition, % at 11.9 µM; in the data active means inhibition above about 12%;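 further: 0% = vehicle wells of infected cells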
PfHsp90 yeast 2: growth inhibition of PfHsp90-expressing yeast, primary screen, antimalarial PfHsp90 inhibitor project, S. cerevisiae, BacTiter-Glo luminescence, single point, set 2. BacTiter-Glo ATP, 48 h; yeast lacking PDR1 and PDR3 efflux regulators. 310,000 tested, 0.32% active. inhibition, % at 9.4 µM;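 active means every replicate shows inhibition above about 80%, whatever the replicate mean, limit read from the data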;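 further: 0% = DMSO neutral controls and 100% = 20 µM radicicol positive controls; yeast relying on Plasmodium falciparum Hsp90 in place of its own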
SUMO Mot1 rescue: yeast Mot1-301 growth rescue at high temperature, primary screen, SUMOylation pathway inhibitor project, S. cerevisiae, ATP luminescence, 38.5C; S. cerevisiae Mot1-301 growth rescue; percent above DMSO median, 100 means doubled; growth rescue, % at 18.8 µM; 320,000 tested, 1% active; AID 2716, 2010;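 active means every valid replicate shows activation above 250% relative to neutral control wells; inactive means the rest, any valid replicate at or below 250%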;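 further: OY570 slx delta 5 strain wells were the positive control but not used for scaling; some compounds called inactive have numbers as strong as hits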
MOR-DOR inv ag: inverse agonists of MOR-DOR heterodimerization, primary screen, cell-based, luminescence; AID 504357, 2011; Mu-type opioid receptor (Homo sapiens) + Delta-type opioid receptor (Homo sapiens), …; cell-based MOR-DOR heterodimer luminescence, inverse agonism; 340,000 tested, 0.21% active; inhibition, % at 9.3 µM; in the data active means inhibition above about 22%, passing the limit was not always enough;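 further: 0% = cells with DMSO and 100% = wells without cells with DMSO; values of inactives mirror those of a sister screen read the other way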
PKA-R1A activ: activators of PKA-R1A holoenzyme, primary screen, biochemical, fluorescence polarization, Cy5-IP20, bovine R1A, mouse PKAc; 340,000 tested, 0.083% active; PKA-R1A dissociation; scaled: DMSO 0%, 113 µM cGMP 100%; cAMP-dependent protein kinase type I-alpha regulatory subunit (Bos taurus) + …; activation, % at 11.4 µM;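 active means percent activation above the mean of all tested compounds plus 3 SD, cut at about 19% in these data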;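 further: higher means more PKAc released from R1A so a rise in polarization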
Pemphigus Ab inh: inhibitors of pemphigus antibody binding to DSG3, primary screen, biochemical, bead-based, flow cytometry, scFv-GFP; Desmoglein-3 (Homo sapiens), P32926; DSG3-coupled beads, scFv-anti-DSG3-GFP binding; active compounds read low; binding (percent of control), % at 10 µM; 310,000 tested, 0.48% active; AID 588358, 2011;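 active means binding more than 3 SD below its plate's average and above zero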;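 further: hits lower antibody fragment binding to DSG3; some compounds called inactive have numbers as strong as hits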
HTR5A inv ctr: HTR5A inverse agonists in luminescence cell assay, primary screen, counter-screen for OPRM1-OPRD1 heterodimer inverse agonist project, full-deck HTS. HTR5A cell line, inverse agonism. inhibition, % at 9.3 µM. 340,000 tested, 0.083% active; in the data active means inhibition mostly above about 23%, no sharp cut-off; inactive means mostly below about 18%;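 further: 0% = cells with DMSO and 100% = no-cell wells with DMSO; some compounds called inactive have numbers as strong as hits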
E coli growth: E. coli V3065 growth inhibition, primary screen, counter-screen for AddAB inhibitor project, absorbance, OD600. inhibition, % at 11.9 µM. 18 h. 330,000 tested, 0.27% active;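 active means inhibition above the campaign's mean inhibition across all tested compounds plus 3 SD, cut at about 9.9% in these data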;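 further: uninfected addAB+ strain grown without phage in ampicillin broth; 0% = DMSO wells and 100% = ciprofloxacin 0.95 µg/ml wells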
An asterisk follows results filed as active; . = not tested or not shown.

SMILES	HTR5A ag	MOR-DOR ag	phage Ecoli inh	AddAB inh	PfHsp90 yeast 2	SUMO Mot1 rescue	MOR-DOR inv ag	PKA-R1A activ	Pemphigus Ab inh	HTR5A inv ctr	E coli growth
COc1ccc(CNC(=O)C2CC(C)=C(C)CC2C(=O)O)cc1 (centres undefined)	-3.0	-0.6	3.4	-1.6	.	-11.2	3.2	-7.0	97.0	14.9	-0.2
CC(C)C(O)C1CCN(Cc2nc(-c3cccs3)no2)CC1 (centres undefined)	3.6	-1.5	3.6	1.4	1.3	3.5	7.3	9.5	108.4	5.4	1.5
CCNc1cc(O)ccc1C	5.0	2.1	.	2.9	.	89.0	-11.0	-9.4	105.1	-20.7	0.3
O=C(CCn1nc(-c2ccccc2)ccc1=O)N1CCOCC1	6.8	-0.7	2.9	2.3	-13.7	-0.9	4.2	-11.2	93.3	3.4	-2.9
CC1CN(C(=O)CCC(=O)NCc2ccccc2)c2ccccc2O1 (centres undefined)	7.0	1.4	3.3	0.6	-11.6	1.4	-8.1	0.9	103.4	-21.2	1.4
Cc1cc2cc(CN(Cc3ccco3)C(=S)NCC3CCCO3)c(=O)[nH]c2cc1C (centres undefined)	-1.5	-0.5	-0.4	0.8	23.2	5.6	2.4	1.6	127.0	-9.8	0.5
Cc1ccc(SCCNCc2ccco2)cc1	5.1	-1.4	2.0	4.8	-22.7	-1.5	7.4	-3.9	107.9	-18.3	0.7
CCOC(=O)C1(CCOC)CCN(Cc2ccc(COC)o2)CC1	12.1*	0.2	4.5	4.9	3.7	316.4	-1.0	0.0	104.4	-5.2	2.3
CCOC(=O)N1CCN(C(=O)CCCn2c(=O)[nH]c3ccccc3c2=O)CC1	4.1	-1.5	1.5	4.3	.	-6.5	8.6	-10.3	.	-20.6	1.7
OC(COC1CCCCC1)CN1CCCCC1 (centres undefined)	3.5	-2.1	4.3	1.5	6.3	-8.0	11.1	-5.3	.	13.6	-1.7
COc1cccc(SCc2noc(C(=O)NC(C)C)c2C(=O)O)c1	5.4	-1.2	1.6	1.3	-16.5	8.9	6.8	3.4	98.8	-15.9	-0.5
Cc1ccc(NC(=S)NCCN2CCOCC2)cc1F	1.5	-0.9	0.5	2.9	-12.2	-9.0	4.6	2.8	100.3	-4.2	1.9
O=C(Nc1ccccc1)c1ccc(N2CCN(c3ccccc3)CC2)c(S(=O)(=O)N2CCOCC2)c1	1.3	0.8	2.4	0.2	6.9	.	-4.2	-5.6	93.7	-6.2	-2.2
Cc1cc(N2CCCCCC2)nc(-c2ccccc2O)n1	0.9	0.6	-0.4	2.6	11.4	17.8	-3.6	-7.7	100.3	-2.4	-0.3
CCN(C(=S)NCc1ccccc1)c1cccc2ccccc12	-1.1	2.1	2.3	1.4	-10.8	-19.1	-9.8	-10.5	97.0	3.0	-0.5
COc1cccc(CC(=O)OCC(=O)NC2(C#N)CCCCC2)c1	2.8	-2.0	2.1	-0.2	.	2.6	11.0	2.0	100.9	9.3	1.1
CCn1c(CC(=O)Nc2ccccc2)nnc1SCC(=O)Nc1ccccc1C(=O)OC	-0.3	-2.1	3.4	1.1	.	11.6	11.6	-3.4	93.5	18.0	0.0
CCOC(=O)c1c(C)[nH]c(C(=O)COC(=O)c2ccc([N+](=O)[O-])o2)c1C	1.3	7.8	3.1	2.0	-15.5	-7.6	-34.3	-2.5	95.2	-5.2	-1.1
COc1ccc(C(=O)Oc2ccc(C(=S)N3CCOCC3)cc2)cc1	-1.8	2.7	1.6	1.3	23.0	2.8	-13.3	-1.9	92.2	-15.5	-3.1
CCOC(=O)C1(C)NC(c2ccc(O)cc2)C2C(=O)N(c3ccccc3)C(=O)C21 (centres undefined)	-1.2	0.4	0.7	1.9	18.8	-2.7	-2.1	0.8	119.1	4.7	-1.0
CC1CCN(c2ccc3c(c2)S(=O)(=O)c2cccc(C(=O)NC4CCCCC4)c2C3=O)CC1	-0.6	-2.9	1.6	2.1	-12.4	1.4	16.9	0.6	117.8	1.9	1.2
CCn1c(=O)cc(OCC(=O)Nc2ccc3c(c2)OCCO3)c2ccccc21	7.2	1.7	-1.3	0.3	-14.7	6.0	-8.6	-10.1	93.2	-0.1	1.4
C[C@@H]1COC(=O)[C@H](NC(=O)OCC2c3ccccc3-c3ccccc32)C/C=C\C[C@@H](CC(=O)N[C@H](CO)Cc2ccccc2)C(=O)N1	9.7	4.5	3.6	0.1	8.6	-10.4	-25.3	4.8	103.7	9.0	-1.8
CCC(C)c1ccccc1NC(=O)C1CCCO1 (centres undefined)	-1.2	-1.5	0.6	-1.5	-0.5	-6.1	7.8	0.1	97.2	11.4	0.0
CCc1ccccc1NC(=O)Nc1cc(F)ccc1F	4.3	1.5	7.5	1.5	12.2	-11.6	-10.1	-0.1	99.8	-26.6	-3.3
N#Cc1c(NC(=S)NC(=O)c2ccccc2)sc2c1CCCC2	2.6	-0.7	2.1	1.8	0.7	51.9	3.1	-9.3	99.4	5.6	0.9
CCCNC(=O)c1ccc(N2CC3CC(C2)c2cccc(=O)n2C3)c(NC(=O)Nc2ccc(CC)cc2)c1 (centres undefined)	-1.4	-3.4	2.4	1.0	-3.2	-2.3	17.7	2.5	95.7	5.4	-1.0
Cc1ccc(NS(=O)(=O)c2cc(C(=O)NCc3ccccn3)ccc2Cl)cc1C	1.2	-0.2	-1.2	-0.3	18.5	37.4	1.4	1.0	83.0	-6.5	-3.9
Cc1ccc(C(=O)NCC#N)cc1	1.6	-2.0	6.8	2.0	11.8	-12.8	10.0	2.0	85.9	15.4	1.8
Cc1cccc(C(=O)OCC(=O)N2CCCCCC2)c1O	4.7	-3.0	1.9	-0.3	5.7	18.8	12.0	4.7	104.2	-30.2	-1.6

Some of the entries so far, in CSV form:
SMILES,HTR5A ag,MOR-DOR ag,phage Ecoli inh,AddAB inh,PfHsp90 yeast 2,SUMO Mot1 rescue,MOR-DOR inv ag,PKA-R1A activ,Pemphigus Ab inh,HTR5A inv ctr,E coli growth
OC(COC1CCCCC1)CN1CCCCC1 (centres undefined),3.5,-2.1,4.3,1.5,6.3,-8.0,11.1,-5.3,.,13.6,-1.7
COc1cccc(SCc2noc(C(=O)NC(C)C)c2C(=O)O)c1,5.4,-1.2,1.6,1.3,-16.5,8.9,6.8,3.4,98.8,-15.9,-0.5
Cc1ccc(NC(=S)NCCN2CCOCC2)cc1F,1.5,-0.9,0.5,2.9,-12.2,-9.0,4.6,2.8,100.3,-4.2,1.9
O=C(Nc1ccccc1)c1ccc(N2CCN(c3ccccc3)CC2)c(S(=O)(=O)N2CCOCC2)c1,1.3,0.8,2.4,0.2,6.9,.,-4.2,-5.6,93.7,-6.2,-2.2

The list continues:
SMILES	HTR5A ag	MOR-DOR ag	phage Ecoli inh	AddAB inh	PfHsp90 yeast 2	SUMO Mot1 rescue	MOR-DOR inv ag	PKA-R1A activ	Pemphigus Ab inh	HTR5A inv ctr	E coli growth
CC(C)OCCCNC(=O)C1CCN(S(=O)(=O)N2CCCC2)CC1	-2.8	-2.6	4.4	2.2	-0.7	0.8	13.6	12.3	102.0	8.7	0.9
CSc1nnc2c(n1)OC(c1ccsc1)N(C(C)=O)c1ccccc1-2 (centres undefined)	2.8	0.6	3.5	0.4	3.9	7.8	-3.3	5.3	107.5	-9.8	0.9
CC(=O)Nc1ccc(Nc2cc(N3CCOCC3)c3nonc3c2[N+](=O)[O-])cc1	-1.0	-2.9	2.6	1.6	0.4	14.6	14.4	-10.4	82.5	2.5	0.4
COc1ccc(C(=O)Nc2ccncc2)c(OC)c1	1.8	-2.8	4.6	5.0	10.8	201.7	12.9	-9.3	101.9	-18.5	-0.9
Nc1ccc(C23CC4CC(CC(O)(C4)C2)C3)cc1	0.6	-3.5	2.0	1.4	13.4	52.7	16.1	9.1	99.5	-5.7	-4.2
COc1cc(/C=C2\SC(=S)N(NC(=O)c3ccc(O)c(OC)c3)C2=O)ccc1O	-5.0	-4.7	2.9	2.0	-20.3	-13.7	26.9	-4.5	94.9	19.4	-0.5
Cc1cc(N(C)C)c(C#N)c(N2CCCCC2)n1	-1.8	0.1	3.2	-0.7	36.7	.	-0.5	4.9	.	12.8	-0.4
CC(C)CN(C(=O)COC(=O)c1nc(Cl)ccc1Cl)C1CCS(=O)(=O)C1 (centres undefined)	6.5	-3.1	1.8	-2.1	5.0	29.2	16.2	-11.7	99.2	32.6	0.6
COc1cccc(/C=C/C(=O)OCC(=O)Nc2ccccc2Sc2ccccc2)c1	-2.2	-2.0	3.7	-2.6	-2.0	44.9	9.2	-5.7	105.6	-2.0	-3.2
CC(=O)Nc1c(-c2ccc(F)cc2)nc2ccccn12	-3.1	-2.2	1.1	0.0	9.9	11.0	11.5	-2.1	101.9	8.8	1.0
CCOc1cc(/C=N/NC(=O)c2ccc3c(c2)OCCO3)cc(Br)c1O	-6.7	-2.2	0.7	1.7	8.5	25.5	11.9	-4.4	112.1	19.0	-1.5
O=C(O)c1ccc(OCC(O)Cn2cnc3ccccc32)cc1 (centres undefined)	-1.0	0.0	2.7	3.4	10.1	-6.3	-0.2	0.4	.	-4.6	1.9
COc1ccc(Cc2nc3ccc(C(=O)N4CCCCC4CCO)cc3o2)cc1 (centres undefined)	-1.5	-1.0	1.6	1.5	-4.3	-4.3	5.5	3.9	97.3	-6.2	2.4
Cc1ccccc1C(=O)Nc1ccccc1N1CCN(C(=O)c2ccccc2)CC1	-4.0	-1.2	0.7	-0.1	0.5	-24.8	8.4	-1.8	102.3	3.7	-1.5
Brc1ccc(-c2csc(-c3ccncc3)n2)cc1	3.0	0.2	1.2	1.9	-34.7	245.1	-1.3	5.0	96.2	-8.0	0.8
COc1ccccc1NS(=O)(=O)c1cccc(C(=O)N2CCCCCCC2)c1	6.9	-0.3	0.3	-0.3	-3.3	6.8	1.6	-8.2	115.6	-17.4	-0.6
CSc1ccc(CN2CCC(CO)(CCOc3ccccc3)CC2)cc1	-0.4	2.6	0.8	-0.6	-9.0	227.2	-12.8	-8.7	120.0	1.3	-1.5
CCN(Cc1ccccc1)C(=O)c1ccc2c(=O)n3c(nc2c1)CCC3	-1.3	-2.5	0.7	1.6	4.4	7.7	13.7	4.6	132.5	3.3	2.6
COc1ccccc1-c1noc(-c2ccccc2C(=O)Nc2cccnc2)n1	5.4	3.3	0.0	1.3	15.4	-12.1	-18.2	-1.1	106.8	-14.9	0.6
Cc1ccccc1NC(=O)c1onc2c1CCCC2	-5.9	-1.8	3.2	-1.0	-4.8	-22.5	10.3	-16.5	94.4	16.2	2.0

From PubChem
